Assay outcomes deposited in PubChem BioAssay by several laboratories.
Rev-erbA mod = modulates human Rev-erb alpha binding to DNA; P20393; Rev-erbα–FITC-DNA binding, fluorescence polarization, 90 min; activity, % at 10 µM; hit rate 0.79% among 370,000;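 active = activity above about 14%, limit read from the data; passing the limit was not always enough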;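 note: 0% = DMSO wells with 35 nM protein and 100% = DMSO wells with 750 nM protein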
ABHD4 inh = ABHD4 (mouse) inhibition, primary FP screen | purified mABHD4, FP-Rh probe fluorescence polarization | inhibition, % at 8.92 µM | hit rate 0.54% among 370,000;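 active = inhibition exceeding the mean over every tested compound plus 3 SD, cut at about 30% in these data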;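 note: 0% = plate median of compound wells and 100% = S159A mutant with DMSO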
Target sequence (Q8VD66 whole entry, looked up): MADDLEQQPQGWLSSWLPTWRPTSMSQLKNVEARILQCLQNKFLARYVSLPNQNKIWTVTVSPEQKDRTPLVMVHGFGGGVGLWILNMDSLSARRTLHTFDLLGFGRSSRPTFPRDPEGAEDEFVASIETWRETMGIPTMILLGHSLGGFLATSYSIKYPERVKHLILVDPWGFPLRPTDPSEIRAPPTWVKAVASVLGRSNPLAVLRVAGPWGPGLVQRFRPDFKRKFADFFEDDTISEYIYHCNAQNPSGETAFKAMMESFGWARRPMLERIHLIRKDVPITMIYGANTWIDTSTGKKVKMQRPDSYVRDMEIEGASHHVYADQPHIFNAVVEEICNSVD
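Assay system: mouse ABHD4 enzyme, wild type / Also added: fluorescent activity-based probe FP-Rh / Doses: single nominal dose of 8.92 µM, 0.89% DMSO final / Timing: 45 min compound pre-incubation plus 60 min probe step, 25 °C / Signal: FP readout, ex 525 nm / em 598 nm / Control set: S159A mutant/DMSO as 100%, compound-well median as 0%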
ASAP1 inh = inhibitors of human ASAP1 ArfGAP activity | AID 624377 | hit rate 0.19% among 360,000 | inhibition, % at 16.5 µM | ASAP1-stimulated ARF1 GTP hydrolysis, GDP FP detection | Q9ULH1; in the data active = inhibition above about 25%;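 note: 0% = vehicle with enzyme and substrate and 100% = no enzyme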
Target sequence (Q9ULH1 325-724 limits assumed): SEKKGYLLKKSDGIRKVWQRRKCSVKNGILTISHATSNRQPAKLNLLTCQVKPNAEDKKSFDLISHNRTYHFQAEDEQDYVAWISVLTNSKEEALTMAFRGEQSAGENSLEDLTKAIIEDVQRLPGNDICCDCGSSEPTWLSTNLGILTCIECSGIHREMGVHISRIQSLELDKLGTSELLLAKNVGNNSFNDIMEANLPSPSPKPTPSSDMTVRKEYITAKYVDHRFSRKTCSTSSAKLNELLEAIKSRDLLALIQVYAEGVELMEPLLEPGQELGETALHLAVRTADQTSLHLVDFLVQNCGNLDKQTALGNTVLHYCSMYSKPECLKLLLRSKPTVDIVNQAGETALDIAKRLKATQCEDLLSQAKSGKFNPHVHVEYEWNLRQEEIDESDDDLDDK
ARFGAP1 inh = inhibits rat ARF GTPase activating protein 1; Q62848; Arfgap1-stimulated ARF1 GTP hydrolysis, GDP FP detection; inhibition, % at 16.5 µM; hit rate 0.26% among 360,000; AID 651572;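 active = inhibition above a per-plate limit, mean inhibition of low control wells plus 3 SD, cut at about 25% in these data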;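 note: 0% = DMSO wells with enzyme and 100% = wells lacking Arfgap1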
Target sequence (Q62848 1-136 limits assumed): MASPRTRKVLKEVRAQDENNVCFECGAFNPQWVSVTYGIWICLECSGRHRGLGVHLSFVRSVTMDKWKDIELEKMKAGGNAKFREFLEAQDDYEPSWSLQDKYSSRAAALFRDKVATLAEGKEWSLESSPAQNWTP
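Repeats: one replicate per compound; assay system: rat Arfgap1 catalytic domain, aa 1-136; times: enzyme reaction 120 min at 25 °C after 20 min preincubation; detection: FP of antibody-bound GDP Alexa 633 tracer, ex 620/em 688 nm; benchmarks: high control wells lacking Arfgap1, low control full reaction with DMSO; reagent: human ARF1(Δ1-17)-GTP substrate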
GC-B act = GC-B (human) receptor activation; P20594; HEK293-GC-B cells, CNP EC30, cGMP TR-FRET; 0% at EC30 CNP, 100% saturating CNP; activation, % at 10 µM; hit rate 0.11% among 370,000;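 active = activation at 10 µM reaching about 35% in either raw or pattern-adjusted values, limit read from the data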
SMARCA2 act = SMARCA2 function activation, primary screen. MG213 cells, MMTV-luciferase reporter, dexamethasone, overnight. activation, % at 9.1 µM. hit rate 1% among 370,000. AID 652017; in the data active = activation above about 7.8%;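 note: 0% = vehicle wells and 100% = reference activator wells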
HTRA1 inhibitor = HTRA1 (human) protease inhibition | Q92743 | recombinant HTRA1, FP-rhodamine activity-based probe, fluorescence polarization | inhibition, % at 5.96 µM | hit rate 0.5% among 340,000; in the data active = inhibition above about 36%;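 note: 0% = enzyme with DMSO and 100% = wells lacking enzyme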
PG9 Ab binder = PG9 antibody binding by small molecule; TR-FRET gp120-PG9 antibody binding; inhibition, % at 6.7 µM; hit rate 0.43% among 360,000; AID 624416; in the data active = inhibition above about 8.5%
rCAG binder = binds r(CAG) RNA repeats; r(CAG) RNA repeat, TO-PRO-1 dye displacement fluorescence; inhibition, % at 3 µM; hit rate 1.3% among 370,000; AID 651821;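 active = inhibition above the plate cutoff, the mean of all test compounds on that plate plus 3 SD, cut at about 35% in these data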;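 note: 0% = DMSO alone and 100% = 100 µM mitoxantrone as full dye displacement; higher means more dye released from RNA so lower well fluorescence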
NPR1 activator = GC-A (human) enzyme activation; P16066; HEK293 GC-A cells, cGMP TR-FRET, EC30 ANP; 0% at EC30 ANP, 100% saturating ANP; activation, % at 10 µM; hit rate 0.14% among 370,000; in the data active = activation above about 40%
* marks the source's active call; other numbers are inactive results; · = no result given.

Start of the data: the first 3 compounds, to show the layout:
SMILES | Rev-erbA mod | ABHD4 inh | ASAP1 inh | ARFGAP1 inh | GC-B act | SMARCA2 act | HTRA1 inhibitor | PG9 Ab binder | rCAG binder | NPR1 activator
N#Cc1ccc(C23CC4(C2)[C@H](CN(CC2CCCCC2)[C@@H]4c2ccccc2)C3c2ccc(C(F)(F)F)cc2)cc1 (some centres not stated) | -1 | 8 | 10 | 5 | -3 | 2 | · | -0.7 | 3 | -4
Cn1c(NCCc2ccccc2)cc(=O)n(C)c1=O | -1 | 0 | -2 | -19 | 1 | 0 | 0 | 0.0 | 0 | 0
CC(=O)NCc1nc2ccccc2n1Cc1ccccc1C | 1 | 2 | -1 | 1 | 6 | -2 | -2 | -1.1 | 1 | -6

The listing, previewed entries included:
SMILES | Rev-erbA mod | ABHD4 inh | ASAP1 inh | ARFGAP1 inh | GC-B act | SMARCA2 act | HTRA1 inhibitor | PG9 Ab binder | rCAG binder | NPR1 activator
N#Cc1ccc(C23CC4(C2)[C@H](CN(CC2CCCCC2)[C@@H]4c2ccccc2)C3c2ccc(C(F)(F)F)cc2)cc1 (some centres not stated) | -1 | 8 | 10 | 5 | -3 | 2 | · | -0.7 | 3 | -4
Cn1c(NCCc2ccccc2)cc(=O)n(C)c1=O | -1 | 0 | -2 | -19 | 1 | 0 | 0 | 0.0 | 0 | 0
CC(=O)NCc1nc2ccccc2n1Cc1ccccc1C | 1 | 2 | -1 | 1 | 6 | -2 | -2 | -1.1 | 1 | -6
CC(C)COC(=O)NC1c2ccccc2Oc2ccccc21 | 4 | -7 | -6 | -13 | -2 | -3 | -9 | 0.3 | 3 | -14
O=C(O)C(Cc1ccc(F)cc1)c1ccccc1 (configuration not stated) | -5 | -2 | 15 | 1 | 3 | -3 | 15 | 0.6 | 0 | -3
CCOc1ccc(-c2cc(C(=O)NCCCN3CCCC3)c3ccccc3n2)cc1 | 0 | -4 | 11 | -1 | -2 | 0 | -15 | 1.3 | 6 | 5
C[C@]12C(=O)N(c3cccc(F)c3)C(=O)N1[C@@H]1c3ccccc3OC[C@@H]1[C@H]2c1ccccc1 | 1 | -1 | -6 | 10 | -5 | 1 | -31 | -0.5 | -2 | -3
FC(F)Sc1ccc(-n2c(-c3ccc(Cl)cc3)c[n+]3c2CCC3)cc1 | -5 | -3 | -18 | 1 | -2 | -4 | -3 | 1.6 | 3 | 10
CCc1cccc2c(C(=O)COC(=O)c3nccnc3N)c[nH]c12 | 9 | -2 | 10 | 5 | -6 | 1 | -8 | 1.9 | 22 | -4
O=C(CN1C(=O)C2CC=CCC2C1=O)Nc1ccc(OC(F)(F)F)cc1 (configuration not stated) | 0 | -5 | 2 | 0 | 5 | -2 | 7 | -0.1 | 0 | 3
C=CCn1c(CSc2nnc(-c3ccccc3)n2C)n[nH]c1=S | 7 | -6 | 2 | 1 | 2 | 1 | 7 | -0.3 | 2 | 1
O=[N+]([O-])c1cccnc1Oc1ccc(F)cc1F | 4 | -1 | -8 | -5 | 5 | -4 | 5 | -0.5 | -1 | 5
COc1ccc(Nc2ncnc3c2cnn3-c2ccccc2)cc1OC | -4 | 5 | 7 | -6 | -2 | 3 | 2 | -0.8 | 2 | 17
O=C(NC1CCCC1)c1cccc2c1C(=O)c1ccc(/C=C/c3ccccc3)cc1S2(=O)=O | -5 | -7 | 9 | 16 | 0 | 0 | -6 | 2.1 | 3 | 0
COc1ccc(Nc2ncccc2C(=O)NCc2ccccc2)cc1 | 6 | 4 | -1 | 9 | -1 | -3 | -2 | 0.3 | -1 | 6
O=C(CC1C(=O)OCC2CCCCN21)Nc1ccccc1C(F)(F)F (configuration not stated) | 2 | 9 | -4 | 10 | -2 | 1 | -1 | -0.9 | -1 | 1
COc1ccc(-c2noc(=O)n2Cc2ccccc2F)cc1 | -2 | 0 | -14 | 4 | 8 | -2 | -8 | 0.0 | -3 | 6
CCCCN(C(=O)c1cc2ccccc2o1)c1c(N)n(CC(C)C)c(=O)[nH]c1=O | 7 | -7 | 4 | -5 | 4 | -1 | 9 | -0.4 | -5 | 0
CC(C)c1ccc(-n2nnnc2SCC(=O)NC2CC2)cc1 | 4 | -4 | 11 | 3 | 1 | 2 | -1 | 0.1 | 1 | 2
O=C(COc1ccc(S(=O)(=O)N2CCCC2)cc1)N1CCCC1 | 1 | 2 | 6 | 8 | 1 | -2 | -1 | 0.4 | -2 | 1
Cc1cc(C)cc(Oc2ccc(C(F)(F)F)cc2C#N)c1 | 5 | -1 | 7 | 16 | 0 | 0 | -4 | -1.3 | -4 | -2
COc1cc(SC)ccc1C(=O)N1CCN(Cc2ccc3c(c2)OCO3)CC1 | -1 | 9 | 0 | -4 | 3 | -5 | 2 | -1.0 | -5 | 0
CCOC(=O)C1=C(c2ccccc2)N(C)C(=O)NC1c1ccc(OC(F)F)c(OC)c1 (configuration not stated) | 1 | 2 | 8 | -5 | -4 | -1 | -13 | -0.6 | -7 | -8
CC(=O)c1ccc(Nc2ncnc3c2oc2ccccc23)cc1 | -1 | -2 | -1 | -7 | -1 | 2 | -1 | 2.5 | 3 | 0
CCOc1ccc(/C(O)=C2\C(=O)C(=O)N(c3ccc(OC)cc3)C2c2ccccc2[N+](=O)[O-])cc1 (configuration not stated) | 9 | 5 | 0 | -14 | -6 | 0 | · | 1.8 | 13 | -4

Random excerpt: 4 compounds from above.
SMILES | Rev-erbA mod | ABHD4 inh | ASAP1 inh | ARFGAP1 inh | GC-B act | SMARCA2 act | HTRA1 inhibitor | PG9 Ab binder | rCAG binder | NPR1 activator
CC(C)c1ccc(-n2nnnc2SCC(=O)NC2CC2)cc1 | 4 | -4 | 11 | 3 | 1 | 2 | -1 | 0.1 | 1 | 2
CCCCN(C(=O)c1cc2ccccc2o1)c1c(N)n(CC(C)C)c(=O)[nH]c1=O | 7 | -7 | 4 | -5 | 4 | -1 | 9 | -0.4 | -5 | 0
O=[N+]([O-])c1cccnc1Oc1ccc(F)cc1F | 4 | -1 | -8 | -5 | 5 | -4 | 5 | -0.5 | -1 | 5
CCOc1ccc(/C(O)=C2\C(=O)C(=O)N(c3ccc(OC)cc3)C2c2ccccc2[N+](=O)[O-])cc1 (configuration not stated) | 9 | 5 | 0 | -14 | -6 | 0 | · | 1.8 | 13 | -4

(continued)
SMILES | Rev-erbA mod | ABHD4 inh | ASAP1 inh | ARFGAP1 inh | GC-B act | SMARCA2 act | HTRA1 inhibitor | PG9 Ab binder | rCAG binder | NPR1 activator
Cc1cccc(NCc2cc(Cl)cc(Cl)c2O)n1 | 1 | -9 | 8 | 10 | -6 | 1 | -9 | 0.9 | 3 | -8
CC(Sc1ccc(S(=O)(=O)N2CCN(C)CC2)cn1)C(=O)NC1(C#N)CCCCC1 (configuration not stated) | 2 | 2 | -17 | 14 | 2 | -2 | 3 | -0.8 | -2 | 0
CCOC(=O)CC1=NN(c2ccccc2)C(=O)C1=c1sc(=C2SC(C)=C(C)N2CC)c(=O)n1CC | -3 | 7 | 2 | -12 | 3 | -1 | -2 | -0.6 | -2 | -1
O=C(O)c1cccc(S(=O)(=O)Nc2cc(Cl)ccc2Cl)c1 | 0 | -1 | -10 | 1 | 2 | 0 | 8 | 0.5 | 2 | -2
CCCNC(=O)COC(=O)c1n[nH]c2ccccc12 | 5 | -1 | -5 | -2 | 1 | 0 | 9 | 1.1 | -3 | 3
O=C(Cn1cc(C(F)(F)F)ccc1=O)N/N=C/c1ccccc1O | 2 | -4 | -1 | -15 | 5 | -2 | 0 | 1.2 | 1 | 5
COC(=O)COc1ccc2c(=O)c(-c3ccccc3OC)coc2c1 | -1 | -5 | -3 | -5 | 1 | -2 | 6 | -0.8 | 2 | 4
O=S(=O)(O)c1ccc(O)c2cc(Nc3ccccc3)ccc12 | -44 | 78* | -11 | -29 | 1 | -4 | 67* | -0.5 | 97* | -24
O=C(CCN1CCCCC1)Nc1cccc(Cl)c1 | -6 | 0 | -3 | -10 | 3 | 1 | 1 | -0.5 | -2 | 3
CC(=O)c1cccc(-n2nnnc2SCC(=O)Nc2cccc(NC(=O)c3ccco3)c2)c1 | -1 | -9 | 2 | -5 | 7 | -4 | -18 | 0.3 | 5 | 2
CCOc1ccc(S(=O)(=O)n2nc(C)c(S(=O)(=O)N3CCOCC3)c2C)cc1 | -7 | -1 | -9 | -4 | 4 | 0 | -1 | -0.5 | 2 | 5
N#Cc1ccc(Cl)cc1NC(=O)CN1C(=O)C(=O)N(CCC2=CCCCC2)C1=O | 5 | 1 | 6 | 10 | -3 | 0 | -3 | -0.4 | 1 | 0
COc1cc(Cl)c(S(=O)(=O)N2CC(C)OC(C)C2)cc1Cl (configuration not stated) | -4 | 1 | -7 | -6 | 0 | -2 | -5 | 0.4 | -4 | -6
Cc1sc2ncnc(SCC(=O)N3CCCC3)c2c1C | -1 | -10 | 9 | 4 | -3 | 0 | 4 | -0.8 | -2 | 0
O=S1(=O)CC(N2CCN(CCO)CC2)CN1Cc1cn(Cc2ccc(F)cc2)nn1 (configuration not stated) | 3 | 0 | 1 | 7 | 4 | -3 | · | 0.2 | 0 | 1
CNS(=O)(=O)c1cc(Nc2ncnc3sccc23)ccc1C | 0 | -2 | 10 | 2 | 5 | 1 | -11 | -0.4 | 1 | -3
COc1ccccc1NC(=O)c1oc2ccc(C)cc2c1C | 3 | -8 | -2 | 2 | 1 | 2 | -42 | 1.1 | 5 | -4
Cc1cc(C(=O)Nc2ccc(F)cc2C)n(-c2ccccc2)n1 | -5 | 6 | 2 | -2 | 1 | -1 | 0 | -0.9 | -5 | 2
CC(C)(C)OC(=O)N[C@@H]1C=CC(=O)C1 | -2 | 0 | 7 | -10 | 1 | 5 | · | -0.2 | 0 | 2
CCCn1nc(NC(=O)c2ccncc2)c2cc3ccccc3nc21 | -1 | 4 | 16 | 7 | 1 | -1 | -23 | -5.8 | -3 | 0
CC(=O)N1c2ccc(S(=O)(=O)NCCC(=O)Nc3ccc(Cl)cc3)cc2CC1C (configuration not stated) | 2 | -2 | -4 | 4 | -2 | -2 | -4 | -1.2 | 4 | -3
O=S(=O)(NC1CC2CCC1C2)c1ccc(Cl)cc1 (configuration not stated) | 1 | 6 | 4 | 1 | -3 | 3 | -8 | -1.4 | -1 | -10
CCC(C)NC(=O)Cn1c(=O)n(CCCCC(=O)NCc2ccco2)c(=O)c2ccccc21 (configuration not stated) | -2 | 8 | -6 | 8 | -1 | 1 | -2 | 0.3 | -2 | 0
CCOC(=O)c1sc(NC(=O)/C=C/c2cnn(CC)c2C)c(C(=O)OCC)c1C | 4 | -4 | 8 | -4 | -1 | 4 | -8 | -1.7 | 3 | 9
C=CCNc1nc(SCC=C)nc2ccsc12 | -2 | -8 | -9 | -8 | -2 | 3 | -18 | -2.4 | 2 | 5
CC12C(=O)N(c3ccccn3)C(=O)C1C1C=CC2C1 (configuration not stated) | 0 | -1 | -1 | 0 | -5 | 2 | 0 | -2.4 | 1 | 2
CC(NC(=O)COC(=O)c1ccc([N+](=O)[O-])o1)c1ccccc1 (configuration not stated) | 9 | 4 | 2 | 10 | -2 | -5 | 21 | -2.5 | 1 | -5

Compounds as they come. About 4.4% of those tested had a hit in this group.
